# GPR151 activ: human GPR151 activation. Q8TDV0. PathHunter beta-arrestin GPR151 cells, luminescence. activation, % at 11.2 µM. actives 1% (n = 650,000). AID 1508602; in the data active = activation above about 4.9%;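 also: 0% = median of compound wells and 100% = cells with positive control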
# Target sequence (Q8TDV0 whole entry, looked up): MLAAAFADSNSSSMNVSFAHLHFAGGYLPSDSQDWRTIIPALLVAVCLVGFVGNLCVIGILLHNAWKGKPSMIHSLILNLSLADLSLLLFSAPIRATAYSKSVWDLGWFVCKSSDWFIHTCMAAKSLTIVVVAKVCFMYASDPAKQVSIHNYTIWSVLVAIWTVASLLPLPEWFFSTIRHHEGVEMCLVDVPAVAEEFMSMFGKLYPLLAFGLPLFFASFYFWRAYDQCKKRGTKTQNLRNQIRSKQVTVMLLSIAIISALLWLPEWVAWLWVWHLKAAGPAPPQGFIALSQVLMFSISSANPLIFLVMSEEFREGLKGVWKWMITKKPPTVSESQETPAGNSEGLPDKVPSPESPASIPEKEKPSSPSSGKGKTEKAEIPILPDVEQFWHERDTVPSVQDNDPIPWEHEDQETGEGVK
# FBW7 activator: activators of human E3 ligase FBW7. Q969H0. AlphaScreen FBW7–phospho-cyclin E peptide binding, activator screen. normalized activity (activation), % at 26.1 µM. actives 0.13% (n = 650,000). AID 1259310; in the data active = normalized activity above about 1.9%;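 also: purified mutant Fbw7 with reduced substrate affinity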
# TEAD-YAP inh: TEAD-YAP interaction inhibition; HEK-TIYL cells, TEAD-Gal4/YAP UAS-luciferase luminescence; inhibition, % at 9.12 µM; actives 1.4% (n = 640,000); AID 1259422; in the data active = inhibition above about 32%;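 also: 0% = median of test compound wells and 100% = reference inhibitor wells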
# MITF primary: human MITF inhibition, primary screen; O75030; AlphaScreen MITF homodimerization, bead proximity signal; inhibition, % at 2.6 µM; actives 0.91% (n = 650,000); AID 1259374; in the data active = inhibition above about 50%;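 also: 0% = vehicle wells with protein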
# Target sequence (O75030 whole entry, looked up): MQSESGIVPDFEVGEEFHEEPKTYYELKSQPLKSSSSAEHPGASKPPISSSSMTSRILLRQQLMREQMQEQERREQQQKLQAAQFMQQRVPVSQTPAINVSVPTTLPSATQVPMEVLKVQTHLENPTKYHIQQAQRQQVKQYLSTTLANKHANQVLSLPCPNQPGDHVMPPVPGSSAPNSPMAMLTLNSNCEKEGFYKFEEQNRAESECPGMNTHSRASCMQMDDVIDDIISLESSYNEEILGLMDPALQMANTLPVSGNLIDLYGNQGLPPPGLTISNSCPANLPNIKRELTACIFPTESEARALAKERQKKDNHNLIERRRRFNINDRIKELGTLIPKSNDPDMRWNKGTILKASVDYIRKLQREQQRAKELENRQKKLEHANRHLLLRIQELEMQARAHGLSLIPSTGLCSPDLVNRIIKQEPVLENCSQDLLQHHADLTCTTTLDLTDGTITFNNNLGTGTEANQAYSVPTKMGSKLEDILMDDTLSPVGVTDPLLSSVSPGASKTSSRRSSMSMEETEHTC
# * marks the source's active call; other numbers are inactive results; & = joins results of further samples. Compounds were not picked by outcome (roughly 3.4% active in at least one column).
SMILES,GPR151 activ,FBW7 activator,TEAD-YAP inh,MITF primary
CC(C)c1ccc2oc(=O)cc(CN3CCC4(CC3)OCCO4)c2c1,-0.7,0.0,-8,9
CN1C(N)=NC(=O)/C1=C\c1ccc(-c2ccc(F)cc2)o1,0.2,0.1,-4,5
O=c1c(Br)c(N2CCCCC2)cnn1-c1ccccc1,-0.6,-0.2,-39,4
CCOc1ccccc1C1Nc2ccccc2NC2=C1C(=O)CC(c1ccc(OC)c(OC)c1)C2 (stereo unspecified),0.1,0.1,-3,13
COc1cccc(/C=C2\N=C(c3ccc([N+](=O)[O-])cc3Cl)OC2=O)c1OC,0.4,0.1,7,7
O=C(Nc1ccccc1C(=O)O)c1ccc([N+](=O)[O-])o1,0.3,0.0,4,-13
COc1ccc(CC(=O)Nc2ccc(S(=O)(=O)Nc3cc(OC)nc(OC)n3)cc2)cc1,0.5,0.1,-1,-6
CCC(=O)N[C@@H]1c2ccccc2C2(CCN(CCC(C)C)CC2)[C@H]1OCCOC,0.7,0.0,-6,4
O=C(Nc1ccc(CN2CCOCC2)cc1)c1ccc([N+](=O)[O-])cc1Cl,0.0,0.0,-6,3
N#Cc1cc2cc3c(cc2nc1NCCNC(=O)C1CC1)OCO3,-1.0,0.3,8,19
CCCN1CCC(N(C(=O)c2ccc(C(F)(F)F)nc2)C2CC2)CC1,-1.5,0.2,-6,-13
COC(=O)c1c(NC(=O)C(C)Oc2ccc(Cl)cc2Cl)sc(C)c1C (stereo unspecified),1.3,0.1,5,5
Oc1ccccc1CNC12CN3CN(CN(C3)C1)C2,1.3,-0.2,-3,-9
COC(CNc1ncnc2c1c(-c1ccccc1)cn2-c1ccc(C)cc1)OC,-2.1,0.1,-6,13
NC(=O)CN1C(=O)C(O)(CC(=O)/C=C\c2ccc3c(c2)OCO3)c2ccccc21 (stereo unspecified),1.1,0.0,17,9

# By substructure: the compounds so far with a furan ring, fused or not.
SMILES,GPR151 activ,FBW7 activator,TEAD-YAP inh,MITF primary
CN1C(N)=NC(=O)/C1=C\c1ccc(-c2ccc(F)cc2)o1,0.2,0.1,-4,5
O=C(Nc1ccccc1C(=O)O)c1ccc([N+](=O)[O-])o1,0.3,0.0,4,-13

# Carrying on:
SMILES,GPR151 activ,FBW7 activator,TEAD-YAP inh,MITF primary
COc1ccc(Br)cc1-c1noc(-c2cccc([N+](=O)[O-])c2)n1,-0.1,0.1,6,-26
COc1ccc(CCNC(=O)CCCCCn2c(SCc3cc(=O)n4ccccc4n3)nc3ccsc3c2=O)cc1OC,0.9,0.0,-5,-2
CC1CCc2c(sc(NC(=O)c3ccn(C)n3)c2-c2nc3ccccc3s2)C1 (stereo unspecified),-0.4,0.2,0,2
NCc1c(Cl)cccc1-n1ccnc1,-2.7,-0.1,2,-5
O=C(NCc1cccc(C(F)(F)F)c1)c1cccc(Nc2ccncn2)n1,-1.8,0.0,-1,2
CCN1C(=O)c2cccc3c(NS(=O)(=O)c4ccc(C)cc4)ccc1c23,-0.1,0.0,4,-8
Cc1ccnc2nc(C(=O)OCC(=O)N(Cc3ccccc3)C(C)(C)C)nn12,1.4,0.0,3,1
O=C(Nc1cccc(Cl)c1)c1n[nH]c(=O)c2ccccc12,0.8,-0.1,-3,5
COc1ccccc1-c1cnc(N)c(N[C@@H](C)c2ccccc2)n1,1.4,0.1,3,-10
COc1ccccc1Nc1ncc(C(=O)NCc2ccc(C)o2)c2ccccc12,-0.2,0.0,-16,-2
Fc1ccccc1Cn1c(CSC2=NCCN2)nc2ccccc21,-0.2,-0.2,31,5
CCOCCn1c(=O)c2c(nc3n(-c4ccccc4C)c(C)c(C)n23)n(C)c1=O,2.9,0.1,3,13
COc1ccc(NC(=O)C/C(C)=N/NC(=O)Cc2ccc(-c3ccccc3)cc2)c(OC)c1,-0.6,0.5,3,13
COc1cc(-c2n[nH]c(=S)n2Cc2ccccc2)cc(OC)c1OC,-0.7,0.0,-4,5
O=C(O)c1ccc(/C=C2\SC(=S)N(c3ccc(O)c(C(=O)O)c3)C2=O)cc1,-0.1,0.3,-21,10

# Compound profiles, as listed above.
# COc1ccc(CCNC(=O)CCCCCn2c(SCc3cc(=O)n4ccccc4n3)nc3ccsc3c2=O)cc1OC in the list: GPR151 activ: 0.9; FBW7 activator: 0.0; TEAD-YAP inh: -5; MITF primary: -2
# COc1cc(-c2n[nH]c(=S)n2Cc2ccccc2)cc(OC)c1OC in the list: GPR151 activ: -0.7; FBW7 activator: 0.0; TEAD-YAP inh: -4; MITF primary: 5

# 4 structures out of the list, ordered by molecular weight, largest number first.
SMILES,GPR151 activ,FBW7 activator,TEAD-YAP inh,MITF primary
CC1CCc2c(sc(NC(=O)c3ccn(C)n3)c2-c2nc3ccccc3s2)C1 (stereo unspecified),-0.4,0.2,0,2
O=C(O)c1ccc(/C=C2\SC(=S)N(c3ccc(O)c(C(=O)O)c3)C2=O)cc1,-0.1,0.3,-21,10
CCOCCn1c(=O)c2c(nc3n(-c4ccccc4C)c(C)c(C)n23)n(C)c1=O,2.9,0.1,3,13
COc1cc(-c2n[nH]c(=S)n2Cc2ccccc2)cc(OC)c1OC,-0.7,0.0,-4,5

# More compounds
SMILES,GPR151 activ,FBW7 activator,TEAD-YAP inh,MITF primary
O=C(Nc1ccc(F)c(F)c1)c1cc(S(=O)(=O)NCc2ccc3c(c2)OCO3)ccc1F,0.2,0.1,4,-18
COc1ccc(NC(=O)CSc2nnc(-c3cccc(Cl)c3)n2C)cc1,-0.3,-0.2,2,8
Cc1ccc(S(=O)(=O)N2CCOCC2)cc1C(=O)OCC(=O)N1CCc2ccccc21,0.1,0.3,2,3
Cc1nc2sccn2c1C(=O)NCc1ccc(Oc2ccccc2)cc1,0.6,0.1,-2,5
COc1cc(C2C(C(=O)OCC(C)C)=C(C)NC3=C2C(=O)CC(c2ccc(Cl)cc2)C3)ccc1OCc1ccccc1 (stereo unspecified),-0.9,0.3,-6,13
COc1ccc(C(=N/O)/C(=N/O)c2ccc(OC)cc2)cc1,4.0,0.1,7,-6
COc1cccc(N2C(=O)C(N3C(=O)c4ccc([N+](=O)[O-])cc4C3=O)C2c2cccs2)c1 (stereo unspecified),-0.9,-0.1,4,0
Cc1c(C(=O)Oc2ccccc2F)sc2ncn(Cc3ccccc3F)c(=O)c12,0.6,0.2,1,2
CCOc1ccc(NC(=O)CSc2nnc3sc4ccccc4n23)cc1,-0.5,0.0,8,6
COc1ccccc1C1C2=C(CCCC2=O)NC2=C1C(=O)CCC2,0.3,-0.3,4,-5
CC(C)(C)c1ccc(-c2nc3cc(NC(=O)c4ccc5ccccc5c4)ccc3o2)cc1,-0.4,-0.2,-2,4
CCn1c(SCC(=O)Nc2ccc(NC(=O)C3CC3)cc2)nnc1-c1cccnc1,1.2,0.2,-9,-2
O=C(COc1ccc(Br)cc1)Nc1cccc2nsnc12,0.6,0.2,-2,-4
CN1CCN(c2ccccc2Nc2c(-c3ccccc3)c(=O)c2=O)CC1,-0.9,0.8,-13,8
CC(=O)c1cccc(Nc2nc(-c3ccc(C(C)(C)C)cc3)nc3ccccc23)c1,1.5,-0.2,59*,1
CCOC(=O)N1CCC(NC(=O)c2cc3c(Cl)nc4ccccc4c3s2)CC1,3.3,0.1,-6,-2
O=C(COc1cccc(C(F)(F)F)c1)NNC(=O)c1ccc(=O)[nH]c1,0.2,-0.1,8,1
Cc1cccc(-n2nc3c(c2NC(=O)c2ccccc2[N+](=O)[O-])CS(=O)(=O)C3)c1C,-0.7,-0.1,3,1
CCOc1nc(C)ccc1-c1noc(-c2ccccc2Cl)n1,0.7,-0.1,-25,0
CN(Cc1ccccc1)c1nc(-c2ccccc2F)nc2ccccc12,1.3,0.7,-3,-12
COC(=O)c1nnn(CC(=O)Nc2ccc(C)cc2C)c1C(=O)OC,0.5,0.2,9,0
O=C(O)c1ccc(N=Nc2ccc(C(=O)O)cc2)cc1,-0.5,-0.1,-11,-8
CC(=O)Nc1ccc(NC(=S)NC(=O)c2cc3ccccc3o2)cc1,1.5,0.0,-7,6
O=C(Nc1ccc2nc3n(c(=O)c2c1)CCCCC3)C(=O)Nc1ccc(Cl)cn1,-0.2,0.3,5,10
Cc1nnc(NC(=O)CSc2ncnc3c2cnn3-c2cccc(Cl)c2)s1,0.5,0.2,-12,1
O=C1N[C@H](Cc2ccc(O)cc2)C(=O)N2CCN(C(=O)c3ccc4ccccc4c3)C[C@H]12,1.4,0.1,0,19
Cc1cccc(C(=O)Nc2sc3c(c2C(=O)Nc2cccnc2)CCCC3)c1,-1.7,0.1,-8,7
COc1cc(C(=O)Nc2ccc(-c3cc4ccccc4oc3=O)cc2)cc(OC)c1OC,0.8,0.2,1,-14
O=C(NCc1cccnc1)c1ccnc(N2CCC(N3CCOCC3)CC2)c1,0.3,0.2,15,5
COC(=O)[C@@H]1OC(=O)C2OC23[C@@]1(C)CCC1[C@]2(C)C(C[C@H](O)[C@]13C)C(C)(C)[C@H](OC(C)=O)C[C@@H]2OC(C)=O (stereo partly specified),-0.9&1.8,0.0&0.0,-6&-8,-5&8
COc1cccc(NC(=O)c2sc3ncn(CC(=O)Nc4ccc(C)c(Cl)c4)c(=O)c3c2C)c1,2.0,0.1,-1,-15
C/C(CC(=O)Nc1ccccc1Br)=N\NC(=O)C(=O)N1CCCC1,0.8,0.0,-4,5
O=C(Nc1nc2c(s1)CCc1ccccc1-2)c1ccco1,0.0,-0.2,-25,-25
COc1ccc(/C(O)=C2\C(=O)C(=O)NC2c2cccc([N+](=O)[O-])c2)cc1 (stereo unspecified),-1.4,0.1,-5,7
Cn1nccc1Nc1nc2ccc(C(=O)Nc3ccccc3)cc2s1,-2.0,0.0,-18,3
O=[N+]([O-])c1ccc(COc2ccc(CO)cc2Cl)cc1,-3.1,0.3,-38,24
O=S(=O)(Nc1ccc(S(=O)(=O)N2CCc3ccccc32)cc1)c1ccccc1,0.2,0.5,9,8
Cc1cccc(C)c1NC(=S)N(Cc1ccc(Cl)cc1)Cc1ccc(C(=O)O)cc1,-0.5,0.0,12,-6
O=C(CSc1cnccc1C(F)(F)F)NCc1cccnc1,-0.6,-0.2,-2,-4
c1cc2c(cc1-c1nnc(NC3CCCCC3)o1)OCO2,-4.2,0.1,-31,12
OC(COCC1COc2ccccc2O1)CN1CCCCC1 (stereo unspecified),-1.5,-0.1,-8,5
O=C(CSc1ccccn1)Nc1nccs1,1.1,0.0,-15,11
Cc1cccc(CN2CCN(CC(=O)O)C2=O)c1,-0.1,0.8,11,7
COc1ccc(Oc2coc3cc(OCc4ccc(Cl)cc4Cl)ccc3c2=O)cc1,-0.7,-0.1,-2,-2
O=S(=O)(Nc1nccs1)c1ccc(NCc2cc(Cl)cc(Cl)c2O)cc1,-1.2,0.2,-4,-5

# 3 entries drawn at random from the list so far, as already listed:
SMILES,GPR151 activ,FBW7 activator,TEAD-YAP inh,MITF primary
O=[N+]([O-])c1ccc(COc2ccc(CO)cc2Cl)cc1,-3.1,0.3,-38,24
Oc1ccccc1CNC12CN3CN(CN(C3)C1)C2,1.3,-0.2,-3,-9
CC(C)(C)c1ccc(-c2nc3cc(NC(=O)c4ccc5ccccc5c4)ccc3o2)cc1,-0.4,-0.2,-2,4

# Continued:
SMILES,GPR151 activ,FBW7 activator,TEAD-YAP inh,MITF primary
COc1ccc(-c2nc3ccccc3c(=O)n2NC/C=C/c2ccccc2OC)cc1,-1.0,-0.1,1,3
O=C(Nc1cc(-c2ccncc2)c[nH]c1=O)c1ccc2ccccc2c1,0.9,0.1,-13,-5
CN(C)CCCN(CCCN(C)C)Cc1ccc(F)c(Br)c1,1.2,-0.1,4,53*
O=C(c1cc(F)c(F)cc1F)N1CCN2C(=O)[C@@H]3C[C@@H](O)CN3C(=O)[C@H]2C1,-0.1,-0.4,8,2
Cc1ccc(C2(c3ccc(C)cc3)CC2C(=O)NCc2cccnc2)cc1 (stereo unspecified),-0.7,-0.1,10,0
O=C1N=C(N2CCN(C(c3ccccc3)c3ccccc3)CC2)S/C1=C\c1ccc(Cl)cc1,-0.7,-0.1,9,-2
c1ccc2[nH]c(CSc3nc4ccccc4n3C3CCCCC3)nc2c1,-0.2,0.2,-6,-2
CCOC(=O)/C(C#N)=C\Nc1cccc(C(=O)c2ccccc2)c1,0.2,0.0,21,-22
CC(C)C(=O)N1CCN(c2ccc(NC(=O)c3cccnc3)cc2Cl)CC1,0.3,0.0,5,7
NC(=O)c1ccc(NC(=O)CSc2ncnc3ccccc23)cc1,-1.9,-0.3,11,-3
CSc1cccc(NC(=O)CN(c2cccc(Cl)c2C)S(C)(=O)=O)c1,-0.7,0.0,-4,8
COc1ccccc1/C=C/CN1CCC2(CCC(CNC(=O)c3ccco3)O2)CC1 (stereo unspecified),-0.2,-0.1,0,5
COc1ccc2c(c1)O/C(=C\c1cccc(OC(=O)N3CCOCC3)c1)C2=O,0.8,0.1,-2,3
O=C(COc1ccc(Cl)cc1Cl)Nc1ccccc1CO,-0.6,0.0,-54,7
CCN1CCN(C(=S)Nc2cccc(Cl)c2)CC1,5.8*,0.0,6,23
O=C(O)c1ccc(/C=N/NC(=O)c2cccs2)cc1,-8.3,0.0,-43,18
CCOC(=O)c1c(NC(=O)CSc2nnnn2-c2ccc(OC)cc2)sc2c1CCN(Cc1ccccc1)C2,-0.1,-0.1,-3,-40
O=C(O)c1cc([N+](=O)[O-])cc([N+](=O)[O-])c1N1CCN(c2ccc([N+](=O)[O-])cc2)CC1,0.4,0.3,-8,12
CCOC(=O)c1ccccc1NC(=O)c1sc2nc(C)nc(N(C)c3ccc(C(C)C)cc3)c2c1C,0.2,0.5,-5,5
